# STAT3 blocker: IL-6 driven STAT3 reporter inhibitors, primary screen, U3A cells, luciferase, luminescence, MLSCN library. inhibition, % at 5.5 µM. 190,000 tested, 0.89% active. IL-6 STAT3-luciferase reporter; host cell line lacks STAT1;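 active means inhibition above the mean inhibition across all screened compounds plus 3 SD, cut at about 44% in these data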;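 further: 0% = DMSO only wells and 100% = 100 µM nifuroxazide control wells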
# FLuc inhib CS: firefly luciferase enzyme inhibitors, primary screen, artefact control for luciferase-based inhibitor screens, biochemical, luminescence, ATPLite; inhibition, % at 10 µM; AID 1006, 2008; 200,000 tested, 1.5% active; 10 min;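 active means inhibition above about 50% when tested at 10 µM, limit read from the data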
# Target sequence (P08659 whole entry, looked up): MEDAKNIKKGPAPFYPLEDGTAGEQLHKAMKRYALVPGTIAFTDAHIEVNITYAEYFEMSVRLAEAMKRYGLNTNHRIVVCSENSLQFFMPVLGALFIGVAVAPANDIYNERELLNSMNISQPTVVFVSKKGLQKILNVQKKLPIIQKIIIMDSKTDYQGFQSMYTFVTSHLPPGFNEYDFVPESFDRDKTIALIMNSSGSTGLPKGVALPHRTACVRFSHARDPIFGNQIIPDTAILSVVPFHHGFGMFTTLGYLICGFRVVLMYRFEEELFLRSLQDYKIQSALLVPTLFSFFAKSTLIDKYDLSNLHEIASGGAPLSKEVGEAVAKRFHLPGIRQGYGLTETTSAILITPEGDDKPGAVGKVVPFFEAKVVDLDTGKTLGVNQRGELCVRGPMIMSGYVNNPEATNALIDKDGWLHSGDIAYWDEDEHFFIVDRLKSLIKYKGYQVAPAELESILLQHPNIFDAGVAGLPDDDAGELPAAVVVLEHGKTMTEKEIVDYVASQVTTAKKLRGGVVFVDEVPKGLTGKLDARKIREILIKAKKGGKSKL
# Hsp70 activator: Hsp70 transcriptional activators, primary screen, cell-based, HeLa, Hsp70 promoter luciferase, luminescence, 10 µM. HeLa Hsp70 promoter luciferase reporter; scaled: vehicle 0, proteasome-inhibitor control 100%. activation, % at 10 µM. 200,000 tested, 0.04% active. AID 1203, 2008;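 active means activation above the mean across all tested compounds plus 3 SD, cutoff set per campaign, cut at about 5.5% in these data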;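 further: 100% = MG132 at 30 µM as the positive control and 0% = DMSO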
# APP 5'UTR act: activators of APP 5'UTR luciferase reporter, primary screen, SH-SY5Y cells. AID 1276, 2008. activation, % at 2 µM. SH-SY5Y APP 5'UTR luciferase reporter, luminescence; zero percent = DMSO vehicle wells. 190,000 tested, 1% active;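 active means activation above a set limit, based on mean plus 3 SD of controls, cut at about 140% in these data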; further: values of inactives mirror those of a sister screen read the other way
# RAM inhibit: inhibitors of the yeast RAM network, primary screen, dse1pr::URA3 reporter, 5-FOA selection; S. cerevisiae dse1pr::URA3 reporter, 5-FOA growth OD615, 2 d; analog-sensitive cbk1-as2 kinase mutant strain; inhibition, % at 50 µM; 190,000 tested, 1.8% active; AID 868, 2007;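 active means inhibition above a set limit, 3 SD over mean compound inhibition, cut at about 8.4% in these data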;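 further: 0% = DMSO-only wells with no growth and 100% = 10 µM 1-NA-PP1 full growth; inhibition rescues growth on 5-FOA so higher OD means more RAM inhibition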
# STAT1 inh: STAT1 signaling inhibitors, primary screen, cell-based, HTS, luciferase reporter. NIH 3T3 STAT1-luciferase reporter, IFN-gamma, luminescence. 200,000 tested, 0.35% active. AID 920, 2007. inhibition, % at 5.5 µM;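 active means inhibition above a set limit, the mean inhibition across all tested compounds plus 3 SD, cut at about 34% in these data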;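 further: 0% = IFN-gamma with DMSO and 100% = IFN-gamma with 300 µM nifuroxazide; values of inactives mirror those of a sister screen read the other way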
# STAT3 activator: IL-6 driven STAT3 reporter potentiators, primary screen, U3A cells, luciferase, luminescence, MLSCN library; AID 871, 2007; IL-6 STAT3-luciferase reporter; 100% = signal with IL-6 EC80 alone; 190,000 tested, 0.91% active; activation (% of control), % at 5.6 µM;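 active means activation above the screen-wide mean of compound activation plus 3 SD, cut at about 130% in these data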;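 further: 0% = background luminescence of wells with medium and substrate only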
#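 System – human U3A cells carrying STAT3-luciferase construct · Probe or stimulus – Interleukin-6, 33 ng/mL · Schedule – compound 1 h, then IL-6 6 h at 37 °C · Signal – luminescence from STAT3-driven luciferase reporter · Evaluation – percent of IL-6-only median luminescence · Benchmarks – IL-6-only high control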
# NF-kB expr up: activators of NF-kB expression in neurons, primary screen, cell-based, HTS. fold change at 12.5 µM. 190,000 tested, 1.6% active. human neuronal cells, NF-kB reporter expression; stronger effect = higher value; in the data active means fold change above about 3.3
# STAT1 activator: STAT1 signaling activators, primary screen, cell-based, HTS, luciferase reporter | NIH 3T3 STAT1-luciferase reporter, IFN-gamma, luminescence; 100% = IFN-gamma alone, no compound | 200,000 tested, 2.6% active | activation (% of control), % at 5.5 µM;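 active means activation above the screen-wide mean activation plus 3 SD, cut at about 130% in these data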;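 further: raw ratio to IFN-gamma control signal so 100% means no change and 0% no light; values of inactives mirror those of a sister screen read the other way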
# APP 5UTR inh: inhibitors of APP translation via 5'UTR reporter, primary screen, APP 5'UTR luciferase, SH-SY5Y cells | SH-SY5Y APP 5'UTR-luciferase reporter, luminescence | inhibition, % at 2 µM | 190,000 tested, 0.82% active;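 active means inhibition above a set limit, derived from the sample mean plus 3 SD, cut at about 45% in these data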; further: values of inactives mirror those of a sister screen read the other way
# The depositor's hits bear a star; . = not tested or not shown.
SMILES,STAT3 blocker,FLuc inhib CS,Hsp70 activator,APP 5'UTR act,RAM inhibit,STAT1 inh,STAT3 activator,NF-kB expr up,STAT1 activator,APP 5UTR inh
S=C1NC2=C(CCCC2=C2SCCCS2)C(c2ccccc2)N1 (configuration not stated),0.8,6.1,-0.1,15.5,4.0,-10.9,106.1,1.19,109.8,-15.5
Nc1cc(N)nc(SCCOc2ccccc2F)n1,4.4,11.6,-0.2,24.2,1.3,-16.5,100.0,2.16,116.9,-24.2
O=c1[nH]c(Cc2ccc(F)cc2)nc2scc(-c3ccc(F)cc3)c12,31.9,-7.6,-0.3,17.5,2.5,-0.6,74.3,0.97,100.5,-17.5
CCCn1c(N)c(N2CCCCC2)c(=O)n(CC(=O)Nc2ccc(OC(F)(F)F)cc2)c1=O,-4.2,-4.1,0.2,1.1,3.4,4.4,107.2,1.22,96.0,-1.1
CC1(C)NC(=O)N(CC(O)CN2C(=O)CCC2=O)C1=O (configuration not stated),1.6,-2.1,0.0,-20.6,0.7,-4.4,104.1,1.16,104.0,20.6
COc1cccc(NS(=O)(=O)c2c(C)n(C)c(=O)n(C)c2=O)c1,9.8,-6.8,-0.1,6.4,0.9,3.7,99.0,1.27,96.7,-6.4
O=C(Cn1cnc2c(nnn2Cc2ccc(F)cc2)c1=O)Nc1cccc(F)c1,7.2,1.2,-0.1,-19.4,1.4,17.4,99.9,1.22,83.4,19.4
O=C(COc1cccc2c1CCN(Cc1ccccc1F)C2=O)N1CCCCC1,7.6,-7.6,0.8,-10.6,-0.2,2.6,98.2,0.81,95.7,10.6
CCN(CCCNC(=O)CCn1c(=O)[nH]c2ccsc2c1=O)c1ccccc1,1.8,-2.6,0.0,2.4,0.9,4.2,102.7,0.93,95.9,-2.4
CC(CCc1ccccc1)NC(=O)c1cc2sccc2n1C (configuration not stated),0.4,-8.9,-0.4,6.2,0.3,-10.0,105.2,1.14,108.2,-6.3
Cc1nc2cc(Cl)ccc2n1CCO,1.4,-6.6,-0.3,6.9,1.2,11.6,102.4,0.99,89.4,-6.9
Nc1c(C(=O)Nc2ccc(S(=O)(=O)N3CCCC3)cc2)sc2nc3ccc(OC(F)(F)F)cc3cc12,1.4,-3.0,-0.1,-72.6,5.2,-9.6,98.1,1.41,108.5,72.6*
CCN(CC)S(=O)(=O)c1ccc(OC)c(NC(=O)Cc2cccs2)c1,-1.4,-7.0,-0.4,12.9,0.6,-4.1,107.6,1.13,101.9,-12.9
O=c1cc(CN2CCN(S(=O)(=O)c3ccccc3)CC2)nc2sccn12,12.9,-1.6,-0.1,-1.4,2.4,-4.7,98.7,1.02,103.6,1.4
Cc1ccc2nc(SCC(=O)c3ccc4c(c3)OCO4)[nH]c2c1,20.0,-5.3,0.1,-11.3,3.1,-12.2,86.1,1.88,111.2,11.3
Oc1ccccc1OCc1nc2ccccc2s1,16.8,17.9,0.0,153.9*,0.3,-7.3,87.4,3.43*,106.7,-153.9
COc1ccc(Cn2cccc(NC(=O)Nc3ccc(F)cc3)c2=O)cc1,10.7,-2.5,-0.1,-3.6,2.0,4.2,96.7,1.11,94.2,3.6
O=C1CC(c2ccccc2)CN1S(=O)(=O)c1ccccc1 (configuration not stated),2.0,-7.7,-0.4,-1.4,-0.6,-0.3,102.4,0.97,100.3,1.4
O=C(C1=C(O)C(=O)N(CCCN2CCOCC2)C1c1ccccn1)c1cc2ccccc2o1 (configuration not stated),-10.1,-5.2,0.0,2.0,0.7,9.7,109.3,1.23,91.2,-2.0
Cc1nn(Cc2ccccc2)c(Cl)c1C(=O)NCc1ccc(C)n1C,-2.0,-4.1,0.0,8.3,-0.3,-1.0,108.4,1.1,100.9,-8.3
CCOC(=O)c1cn(Cc2ccc(Br)cc2)nn1,11.5,-2.5,-0.5,13.0,0.0,6.7,87.3,1.5,93.9,-13.0
C/C(=N/NS(=O)(=O)c1ccc(Cl)cc1)c1cccc(NC(=O)c2ccc(Cl)cc2Cl)c1,9.9,-2.6,-0.3,-5.3,3.0,-0.2,99.3,1.41,100.2,5.3
CS(=O)(=O)CCC(C(=O)n1nnc2ccccc21)N1C(=O)c2ccccc2C1=O (configuration not stated),9.7,-4.3,-0.4,1.7,1.8,-3.4,97.0,1.03,103.7,-1.7
Cc1nc(-c2ccc(C(=O)O)cc2)cs1,19.2,3.4,-0.3,-0.9,-0.2,-4.9,88.2,1.12,104.5,0.9
O=C(Nc1ncc(Cc2ccc(SC(F)F)cc2)s1)c1ccccc1,4.3,-4.0,0.0,-86.2,2.9,-22.4,101.8,3.58*,120.4,86.2*
CCCCc1ccc(/C=C2\C(=O)ON=C2c2ccccc2)s1,2.7,1.8,-0.4,-4.8,8.8*,-2.6,100.1,0.93,102.3,4.8
COc1cccc(CN(C)c2nc(-c3cccs3)nc3ccccc23)c1,14.2,-2.4,-0.4,-8.6,-0.4,7.0,87.9,0.83,93.8,8.6
CCOc1ccc2nc(SCC(=O)c3cccs3)sc2c1,-13.2,-1.4,0.4,81.9,1.0,-33.2,112.5,4.38*,130.8*,-81.9
CCN1CCN(C(=S)c2ccc(OCC(=O)NCc3ccccc3)cc2)CC1,6.8,-3.2,-0.3,6.1,-0.8,0.5,102.3,1.03,99.7,-6.1
CC(=O)N1CCN(c2ccc(NC(=O)/C=C/c3ccccc3)cc2)CC1,16.6,4.8,0.1,15.5,1.9,-2.6,90.0,0.96,100.4,-15.5
COc1ccccc1C(=O)NC(CCSC)C(=O)NC1CCCCCC1 (configuration not stated),5.0,-9.3,-0.1,-4.2,2.4,1.1,97.9,0.9,98.3,4.2
O=C(COC(=O)Cn1cnc2ccccc21)NCc1ccc(F)cc1,4.6,-8.0,-0.5,-6.8,0.8,-0.8,98.2,1.28,100.0,6.8
Cc1cccc(NC(=O)CSc2nc3ccccc3c3nc(CCc4c(C)n[nH]c4C)nn23)c1,22.1,-5.2,-0.4,-2.8,1.8,1.3,83.9,1.12,98.8,2.8
CS(=O)(=O)N1CCc2cc(NC(=O)c3ccc(Cl)cc3Cl)ccc21,14.4,0.3,-0.2,-3.1,4.3,-31.7,90.2,1.37,129.4*,3.1
Cc1ccc(Oc2ccc(-c3nc(N)nc(N)n3)cc2)cc1,14.3,-4.0,0.0,8.7,4.5,6.0,92.0,1.2,94.5,-8.7
Cc1cc(C)cc(N2CCCC2=O)c1,-3.3,-1.6,-0.2,26.8,0.5,8.7,105.0,0.9,92.0,-26.8
COc1ccc(-c2oc3ncnc(NCCCN4CCOCC4)c3c2-c2ccc(OC)cc2)cc1,-12.2,-3.4,-0.2,-4.4,2.3,0.1,113.4,0.48,99.9,4.4
CN(c1ncc(C(F)(F)F)cc1Cl)N1C(=O)C2ONC3(C(=O)CC(C)(C)CC3=O)C2C1=O (configuration not stated),2.6,-5.0,0.0,-1.1,2.2,-1.3,102.0,0.96,101.1,1.1
COc1ccc(CN=C(N)N=C(N)N)cc1Cl,13.0,-6.0,-0.2,14.9,-0.5,-4.8,96.3,1.01,104.6,-14.9
CCN1C(=O)CSc2ccc(C(=O)NCc3ccc(OC)cc3)cc21,6.7,-4.1,-0.2,.,0.2,10.1,94.5,0.9,93.2,.
COc1ccc(CCNC(=O)NC(C(F)(F)F)C(F)(F)F)cc1OC,3.3,-1.8,-0.1,6.5,0.9,1.2,98.5,1.18,99.3,-6.5
CCOC(=O)C1CCN(S(=O)(=O)c2ccc(-n3cnnn3)c(C)c2)CC1,9.6,-3.6,-0.4,9.6,2.8,4.0,94.9,1.05,96.4,-9.6
CCCCOc1ccc(C(=O)NCCc2cccs2)cc1,-6.8,30.4,0.2,52.8,2.2,-40.1,109.9,2.53,134.5*,-52.8
c1cnc(SCCOc2cccc3ccccc23)nc1,9.2,4.7,0.2,93.5,1.7,-30.0,97.1,2.63,127.8,-93.5
CCOC(=O)N1CCN(C(=O)c2cn(C)c(=O)c3c2c2ccccc2n3C)CC1,-4.8,-6.0,-0.1,-5.6,1.4,2.5,104.7,0.92,97.8,5.6
CCC(=O)NC1=C(C#N)C2(CCCC2)Cc2ccccc21,0.6,-2.9,0.0,13.5,2.0,3.9,105.0,1.13,96.9,-13.5
O=C(Nc1ccc(NC(=O)c2ccco2)cc1)c1ccc2c(c1)OCO2,18.7,2.3,-0.5,.,5.1,4.7,83.5,1.02,95.7,.
CC1(C)CC(=O)C(/C=N/n2c(C(F)(F)F)nc3ccccc3c2=O)=C(O)C1,5.8,-5.4,0.1,-7.1,2.1,3.4,99.9,1.63,96.9,7.1
O=C(COC(=O)COc1ccc(Cl)cc1)NC1CCCCC1,1.3,-7.3,-0.4,10.8,0.9,-0.5,102.6,1.08,100.4,-10.8
CCOc1ccc2nc3ccc4[nH]onc4c3c2c1,16.0,.,-0.1,11.4,.,-4.7,92.5,.,104.3,-11.4
CCN(C(=O)CSc1nnc(Nc2cccc(C)c2C)s1)C1CCS(=O)(=O)C1 (configuration not stated),4.5,3.0,-0.4,-6.4,1.1,-1.4,98.7,1.1,101.2,6.4
N#CC1=C(N)OC2=C(C(=O)CCC2)C1c1ccoc1 (configuration not stated),1.8,-3.0,-0.1,-9.1,2.0,3.6,100.5,0.95,94.9,9.1
COc1ccc(CNC(=O)COC(=O)c2n[nH]c3ccccc23)cc1,13.5,-4.8,-0.5,8.1,10.4*,-4.3,95.9,0.9,103.9,-8.1
COC(=O)c1ccccc1NC(=O)CN(c1cc(OC)ccc1OC)S(C)(=O)=O,-2.2,-1.7,0.4,-5.3,0.5,4.7,102.0,1.58,95.7,5.3
COc1ccc(CNC(=O)CN2CCN(S(=O)(=O)c3cccs3)CC2)cc1OC,12.2,-2.9,0.1,-11.4,0.5,-9.1,96.5,0.97,108.8,11.4
COc1ccc2[nH]cc(S(=O)(=O)c3ccc(C)cc3)c2c1,9.4,-5.1,-0.2,-7.0,-0.7,1.9,100.9,0.86,96.6,7.0
CC12CN(C(=O)c3ccco3)CC(c3ccccc3)(CN(C(=O)c3ccco3)C1)C2=O,9.2,-2.9,0.2,12.9,-0.5,-5.3,95.8,1,104.9,-12.9

# Whole records, quoted from the list. Order of values: STAT3 blocker	FLuc inhib CS	Hsp70 activator	APP 5'UTR act	RAM inhibit	STAT1 inh	STAT3 activator	NF-kB expr up	STAT1 activator	APP 5UTR inh
# O=C(Nc1ccc(NC(=O)c2ccco2)cc1)c1ccc2c(c1)OCO2 as listed: 18.7	2.3	-0.5	.	5.1	4.7	83.5	1.02	95.7	.
# N#CC1=C(N)OC2=C(C(=O)CCC2)C1c1ccoc1 (configuration not stated) as listed: 1.8	-3.0	-0.1	-9.1	2.0	3.6	100.5	0.95	94.9	9.1

# Screening results from PubChem BioAssay.
